# Bioassay records: PubChem BioAssay, several laboratories
# Fam108B counter = Fam108B inhibition, counter-screen for RBBP9 inhibitors; recombinant Fam108B, FP-Rh probe fluorescence polarization; inhibition, % at 9.51 µM; actives 0.33% (n = 300,000); AID 1947;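 active = inhibition above the screen mean inhibition plus 3 SD, computed separately per campaign, cut at about 18% in these data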;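 note: inhibitors lower polarization as less probe binds the enzyme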
# Efflux pump mplx = inhibitors of Candida antifungal efflux pumps expressed in yeast; S. cerevisiae Candida pump triplex, Nile Red efflux; inhibition, % at 10 µM; actives 0.44% (n = 330,000);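 active = plate passing quality check with inhibition over a set limit, or well fluorescence over plate mean plus 4 SD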;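 note: Nile Red retained in pooled yeast measured as flow cytometry median fluorescence; 0% = buffer negative control and 100% = Enniatin B positive control; higher means more Nile Red kept so more efflux inhibition; some compounds called inactive have numbers as strong as hits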
# Yeast superoxide = lowers age-related superoxide in aged yeast cells | AID 2690 | S. cerevisiae aged cells, superoxide DHE fluorescence; stronger effect = lower value | superoxide response (% of plate mean), % at 10 µM | actives 0.18% (n = 330,000);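 active = superoxide response under a set limit, about three screen SD below normal, cut at about 65% in these data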;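 note: yeast aged for seven days with compound at 30 °C before DHE staining; 100% = average MFI of all compound-treated wells on the plate with controls excluded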
# ZTA counter = ZTA (EBV) inhibition in EBNA-1 counter-screen. inhibition, % at 11 µM. P03206. actives 0.15% (n = 320,000). ZTA-DNA binding, fluorescence polarization; in the data active = inhibition above about 33%
# Target sequence (P03206 whole entry, looked up): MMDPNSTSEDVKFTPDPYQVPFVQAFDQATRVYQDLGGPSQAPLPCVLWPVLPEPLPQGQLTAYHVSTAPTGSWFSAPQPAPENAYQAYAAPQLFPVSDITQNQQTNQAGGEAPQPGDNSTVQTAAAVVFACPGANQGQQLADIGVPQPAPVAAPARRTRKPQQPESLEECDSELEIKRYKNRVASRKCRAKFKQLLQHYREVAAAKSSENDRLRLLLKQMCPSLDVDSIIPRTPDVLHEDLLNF
# EBNA-1 inhibitor = blocks EBNA-1 binding to DNA. EBNA-1 DNA binding, fluorescence polarization. inhibition, % at 14.8 µM. actives 0.34% (n = 300,000). AID 1950; in the data active = inhibition above about 28%
# Bcl-xL primary = blocks human Bcl-xL binding to Bim BH3 peptide | GST-Bcl-xL / FITC-Bim BH3 peptide fluorescence polarization | inhibition, % at 10.9 µM | actives 0.7% (n = 320,000);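 active = inhibition above the mean of all tested compounds plus 3 SD, cutoff set per campaign, cut at about 30% in these data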;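 note: 0% = DMSO wells and 100% = unlabeled Bim-BH3 peptide competitor; inhibitors lower millipolarization by displacing the labeled peptide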
# Target sequence (Q07817 whole entry, looked up): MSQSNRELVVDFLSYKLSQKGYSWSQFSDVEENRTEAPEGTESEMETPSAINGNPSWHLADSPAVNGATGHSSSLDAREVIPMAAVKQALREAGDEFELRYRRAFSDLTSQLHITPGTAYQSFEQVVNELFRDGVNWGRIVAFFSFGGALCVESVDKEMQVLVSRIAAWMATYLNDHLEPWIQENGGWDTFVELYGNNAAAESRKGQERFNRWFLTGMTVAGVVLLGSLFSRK
# GLD-1 RNA inh = GLD-1-TGE RNA interaction inhibition (C. elegans); inhibition, % at 5.96 µM; Q17339; purified GLD-1 + fluorescein TGE RNA, fluorescence polarization; AID 2280; actives 0.44% (n = 320,000);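 active = percent inhibition above a per-plate cutoff, the plate mean of test compounds plus 3 SD, cut at about 30% in these data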;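 note: 0% = DMSO wells with GLD-1 and probe and 100% = wells lacking GLD-1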
# MEX-5 binding = C. elegans MEX-5 TCR-2 RNA binding activity; Q9XUB2; MEX-5/FITC-TCR2 RNA binding, fluorescence polarization; stronger effect = lower value; activity score (negative = inhibition of binding), % at 10 µM; actives 0.38% (n = 300,000);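 active = inhibition past about -25% in most replicates, and total fluorescence under double the plate's negative control median, limit read from the data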;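 note: 0% = DMSO and -100% = 5 µM competing unlabeled TCR2 RNA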
# Target sequence (Q9XUB2 whole entry, looked up): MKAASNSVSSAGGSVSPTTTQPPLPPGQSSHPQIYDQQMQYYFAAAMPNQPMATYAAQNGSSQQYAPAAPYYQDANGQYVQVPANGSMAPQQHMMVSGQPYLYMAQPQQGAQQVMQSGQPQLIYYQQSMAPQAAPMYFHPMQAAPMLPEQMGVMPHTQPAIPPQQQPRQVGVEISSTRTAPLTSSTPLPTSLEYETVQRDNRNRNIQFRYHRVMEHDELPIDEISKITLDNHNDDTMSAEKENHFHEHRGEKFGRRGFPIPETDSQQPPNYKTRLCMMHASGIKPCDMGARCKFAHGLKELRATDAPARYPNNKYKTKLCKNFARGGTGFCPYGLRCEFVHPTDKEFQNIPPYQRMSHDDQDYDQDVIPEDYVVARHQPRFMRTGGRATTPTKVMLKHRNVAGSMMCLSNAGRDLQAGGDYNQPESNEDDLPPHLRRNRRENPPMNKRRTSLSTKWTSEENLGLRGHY
# MCL1 BIM primary = inhibitors of human MCL1 binding to BIM-BH3 peptide. GST-MCL1 / FITC-Bim-BH3 fluorescence polarization. actives 0.68% (n = 320,000). inhibition, % at 10.9 µM. AID 2057. Q07820;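 active = inhibition above the mean inhibition of all tested compounds plus 3 SD, set per campaign, cut at about 40% in these data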;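 note: 0% = DMSO wells and 100% = unlabeled Bim-BH3 peptide control; higher means more loss of mP so more displacement of Bim peptide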
# An asterisk follows results filed as active; . = no result given; & = joins results of further samples.
structure	Fam108B counter	Efflux pump mplx	Yeast superoxide	ZTA counter	EBNA-1 inhibitor	Bcl-xL primary	GLD-1 RNA inh	MEX-5 binding	MCL1 BIM primary
O=C(CSc1nc2ccccc2s1)Nc1ccc(Cl)c(S(=O)(=O)N2CCOCC2)c1	-15	0.2	97	6	4	6	0	1.4	0
COc1ccc(N2CCN(C(=O)CC3NC4CCCCC4NC3=O)CC2)cc1 (stereo not drawn)	1	-0.1	85	2	10	7	11	2.7	1
COc1ccccc1-n1cc(CN2CCN(C3CCCCC3)C(CCO)C2)cn1 (stereo not drawn)	-3	0.1	105	-31	-1	6	4	2.1	1
COC(=O)c1ccccc1NC(=O)CN(Cc1ccc(Cl)cc1)S(C)(=O)=O	6	0.6	108	5	-2	9	8	-2.6	11
CCSc1nnc(NC(=O)C(CC)Oc2ccccc2)s1 (stereo not drawn)	-1	0.0	87	-6	1	4	-1	-1.8	5
Cc1cc(C(=O)N/N=C/c2cc(Cl)cc([N+](=O)[O-])c2O)c2ccccc2n1	7	0.4	141	-7	-4	4	5	-14	23
Cc1ccc(-n2ncc3c(N4CCCC4)ncnc32)c(C)c1	3	-0.2	101	-2	-3	-2	5	0.0	-1
COc1ccc(-n2c(SC3CCOC3=O)nc3ccccc32)cc1 (stereo not drawn)	-2	0.1	102	-32	1	-5	7	-0.4	-10
CC(C)[C@H](NC(=O)c1ccccc1Cl)C(=O)OCc1cc(=O)n2cc(Br)ccc2n1	0	0.0	83	-16	-1	0	9	.	6
COc1ccc(CCNC(=O)CN(C)S(=O)(=O)c2cccc3nsnc23)cc1OC	-6	0.0	109	-12	-7	7	2	2.1	4
Cc1ccc(NC(=S)C2=C(O)c3sccc3N(C)S2(=O)=O)cc1	-2	0.0	115	0	-5	8	3	-0.5	7
NC(=O)CN1C(=O)NC(c2ccccc2)(c2ccccc2)C1=O	0	0.2	96	4	1	6	-2	2.4	5

# Next results.
structure	Fam108B counter	Efflux pump mplx	Yeast superoxide	ZTA counter	EBNA-1 inhibitor	Bcl-xL primary	GLD-1 RNA inh	MEX-5 binding	MCL1 BIM primary
Cc1ccc(S(=O)(=O)CCC(=O)OCC(=O)Nc2cc(F)ccc2C)cc1	6	-0.1	85	8	5	5	-12	0.8	7
CCCNC(=O)c1ccc(Cn2cc(-c3ccc(OC)cc3)nc2C(C)N)cc1 (stereo not drawn)	0	0.2	101	-1	-21	-2	-1	1.6	2
C=CCN(CC=C)C(=O)Cn1cnc([N+](=O)[O-])n1	0	-0.5	102	0	0	6	-1	1.0	3
CCOC(=O)c1cc(-c2ccccc2)nn1Cc1cc(CC)no1	-1	0.0	99	-14	-4	0	7	-0.4	2
COC(=O)C1=C(C)N=C2SCCC(=O)N2C1/C=C/c1ccccc1 (stereo not drawn)	5	-0.1	100	-12	3	1	11	0.8	3
O=C(Nc1cccc(-n2cnnn2)c1)c1cc(Cl)nc(Cl)c1	-4	0.3	110	4	-16	6	-6	-0.5	6
Cc1ccc(Cn2c(/C=C/c3ccco3)nc3ccccc32)cc1	-2	0.1	94	-4	13	4	-7	1.9	8
Cc1ccc(-n2[nH]c(C)c(/C=N/N3C(=O)c4cccc5cccc(c45)C3=O)c2=O)cc1	9	-0.1	109	5	-1	19	8	0.8	24
CCOC(=O)c1cc2c(nc1N)CC(C)(CC)OC2 (stereo not drawn)	2	-0.1	105	-4	0	0	6	1.4	0
CCCOc1ccc(NC(=O)Cc2ccc(S(=O)(=O)N3CCOCC3)s2)cc1OCCC	5	-0.1	106	8	-9	2	5	2.6	0
Cc1ccc2[nH]c(C(=O)O)c(NC(=O)CN3CCN(c4cccc(C)c4C)CC3)c2c1	0	0.2	104	-5	-2	12	6	1.5	8
Cn1cc(C(=O)NCc2ccccc2F)cn1	0	-0.1	101	2	-5	9	7	-1.3	6

# New compounds follow
structure	Fam108B counter	Efflux pump mplx	Yeast superoxide	ZTA counter	EBNA-1 inhibitor	Bcl-xL primary	GLD-1 RNA inh	MEX-5 binding	MCL1 BIM primary
CCc1nccn1S(=O)(=O)c1ccc(Br)cc1Br	6	-0.1	93	0	5	7	1	-1.8	11
CCC(=O)Nc1sc2c(c1C#N)CC(C)(C)NC2(C)C	-5	-0.4	106	11	1	0	5	0.8	3
CCOCCCn1c(=S)[nH]c2cc3c(cc2c1=O)OCO3	0	0.0	103	-4	8	-3	2	1.8	-3
C[C@H](NC(=O)c1nc[nH]c1C(=O)N1CCN(C(=O)OC(C)(C)C)CC1)c1ccccc1	.	0.1	115	-4	.	2	-11	.	3
COCCn1c(SCCN2CCCCC2)nc2ccccc2c1=O	0	0.0	99	-3	-8	7	0	-2.4	3
C=CCn1c(C#N)c(N)sc1=N	-1	-0.1	106	0	-1	5	8	-0.5	10
COCCN(C(=O)C1=COCCO1)c1c(N)n(Cc2ccccc2)c(=O)[nH]c1=O	0	-0.2	96	-3	3	9	8	-4.5	5
Cc1ccc(S(=O)(=O)n2ccc3cccnc32)cc1	2	-0.1	92	-9	-9	1	8	-0.6	7
N#CCCN(C(=O)COC(=O)CCc1nc2ccccc2c(=O)[nH]1)c1ccccc1F	.	0.1	92	-8	.	-6	-3	.	-8
CCCCn1c(N)c(N(CCOC)C(=O)COC(=O)c2cc(CC)c(C)s2)c(=O)[nH]c1=O	-1	0.1	100	1	3	-3	6	-1.4	-1
O=S(=O)(c1ccc(Br)cc1)N1CCC2(CC1)OCCO2	0	0.1	103	-8	-1	2	-6	-0.7	2
OCc1cc(C(O)CNCCCCCCOCCCCc2ccccc2)ccc1O (stereo not drawn)	-1&-1	-0.1&-0.1	94&101	-19&-9	0&8	5&5	3&5	-0.3&4.8	1&4

# Other records follow:
structure	Fam108B counter	Efflux pump mplx	Yeast superoxide	ZTA counter	EBNA-1 inhibitor	Bcl-xL primary	GLD-1 RNA inh	MEX-5 binding	MCL1 BIM primary
Cc1nccn1CC(=O)N/N=C/c1ccc(O)c(O)c1	2	0.0	103	-21	2	6	3	-2.2	19
C[C@H](NS(=O)(=O)c1ccc2c(c1)OCCCO2)C(=O)N1CCN(c2ccc(F)cc2)CC1	.	0.1	99	0	.	-1	2	.	4
CCc1ccc2nc(N(CCCN(C)C)C(=O)c3ccc(S(=O)(=O)N4CCCC4)cc3)sc2c1	4	-0.2	109	0	1	3	-6	-0.8	44*
CN(C)S(=O)(=O)c1ccc(Cl)c(NC(=O)COC(=O)/C=C/c2ccco2)c1	1	0.1	111	-12	-5	1	2	0.4	0
CCc1ccc(N(CC(=O)O)S(=O)(=O)c2c(C)noc2C)cc1	3	0.2	90	-10	3	3	1	1.1	1
CCO[C@@H]1OC(C(=O)NCc2ccccc2)=C[C@H](c2csc3ccccc23)[C@H]1CCCO	1	-0.1	107	3	5	-1	-3	2.3	1
Cc1nc2c(-c3ccc(F)cc3)c(C)nn2c(C)c1CCC(=O)N1CCN(c2ccc(F)cc2)CC1	3	-0.1	109	11	11	0	0	0.1	5
CC(=O)C1=C(C)NC(=O)NC1c1ccc2c(c1)OCO2 (stereo not drawn)	-6	0.4	111	-3	-10	0	-7	5.0	-10
COc1ccccc1C(=O)NC(=O)COC(=O)c1cccc(NC(C)=O)c1	0	0.0	96	5	0	-7	4	2.5	-9
O=C1NC[C@H](Cc2ccc(O)cc2)N(CCc2cccc3ccccc23)C1=O	3	0.0	99	4	6	10	7	-0.4	3
O=S(=O)(c1ccc(Cl)cc1)N1CCN(Cc2cccnc2)CC1	-1	0.1	108	-8	-15	-3	-1	1.3	-1
CCN(CC)CCN(C(=O)c1ccc2ccccc2c1)c1nc2cc3c(cc2s1)OCO3	-2	-0.3	93	-5	3	3	4	-0.5	6

# More structures:
structure	Fam108B counter	Efflux pump mplx	Yeast superoxide	ZTA counter	EBNA-1 inhibitor	Bcl-xL primary	GLD-1 RNA inh	MEX-5 binding	MCL1 BIM primary
O=C1CCCN1CCCNS(=O)(=O)c1ccc(Cl)c(C(=O)N2CCOCC2)c1	-1	0.0	92	-3	12	-2	7	2.1	-1
NC(=O)Cc1nc(-c2ccc([N+](=O)[O-])cc2)cs1	6	0.0	96	-2	1	3	-4	-1.0	2
CCOC(=O)[C@@H]1[C@H]2COc3cc(OC)ccc3[C@H]2N2C(=O)N(c3ccc(C(F)(F)F)cc3)C(=O)[C@@]12C	0	-0.1	103	5	3	1	3	2.4	-1
CCN(CC(=O)NCc1ccccc1Cl)CC(=O)Nc1c(F)cccc1F	4	-0.1	111	-25	-8	-6	-2	-2.8	-3
Cc1ccccc1NC(=O)CCCNC(=O)c1ccc(Cl)cc1	0	0.4	117	-2	-4	-14	4	1.2	-25
CC1CCc2sc3ncn4nc(C(=O)NCc5ccco5)nc4c3c2C1 (stereo not drawn)	-2	-0.2	92	1	0	3	4	0.0	4
O=C(COc1ccccc1Cl)NCc1nc(-c2ccccc2)no1	-4	-0.1	86	-15	3	1	-1	1.9	0
COC(=O)CSc1n[nH]c(-c2cccnc2)n1	-2	0.0	104	-22	2	8	0	0.3	5
CCOc1ccc(CCNC(=O)COn2nnc3ccc(S(=O)(=O)N4CCOCC4)cc32)cc1OCC	1	0.0	101	-14	-1	-6	4	-0.1	-7
CS(=O)(=O)N1CCN(c2cccc(Cl)n2)CC1	-1	0.0	93	5	-5	6	4	-1.6	5
Cc1cccc(NC(=O)C[n+]2ccc(N(C)C)cc2)c1	1	-0.1	118	-10	-7	1	-1	0.6	-7
CN1CCN(S(=O)(=O)c2ccc(NC(=O)c3cccc(S(=O)(=O)N4CCCC4)c3)cc2)CC1	-3	0.1	96	-12	5	0	-2	1.8	-7

# The results go on.
structure	Fam108B counter	Efflux pump mplx	Yeast superoxide	ZTA counter	EBNA-1 inhibitor	Bcl-xL primary	GLD-1 RNA inh	MEX-5 binding	MCL1 BIM primary
Cc1cc(S(=O)(=O)N2CCCCCC2)c(Cl)cc1Cl	0	0.1	105	-6	0	3	6	1.1	5
CCSCCOC(=O)C1=C(C)N(C)C(=O)NC1c1ccc2c(c1)OCO2 (stereo not drawn)	4	0.1	102	-3	-4	0	0	0.3	-3
O=C(O)c1cc(-c2cccnc2)nc2ccccc12	-1	0.0	110	2	-8	4	-2	0.9	0
O=C1CC(Cc2ccccc2)C(=O)N1c1ncccn1 (stereo not drawn)	-2	-0.1	87	1	6	4	-4	1.0	2
COc1ccc(N(CC(=O)N2CCCCCC2)S(=O)(=O)c2c(C)[nH]c(=O)[nH]c2=O)cc1	-1	0.0	87	-1	-1	3	6	1.7	-7
COC(CNC(=O)c1cccc2c1C(=O)N(Cc1cccnc1)C2)OC	4	-0.1	101	-5	4	1	5	-2.9	2
O=C(N/N=C\C=C\c1ccco1)c1cc(-c2ccc3ccccc3c2)n[nH]1	-11	0.4	91	-6	-14	3	-20	-2.7	8
Cc1ccc(C(=O)O/N=C/c2c(C)nn(C)c2Cl)cc1	-1	0.0	124	7	1	-3	-5	0.2	3
CC(Sc1nnc(-c2cccnc2)n1N)C(=O)N1CCOCC1 (stereo not drawn)	-1	0.0	98	9	6	1	-4	-2.0	2
CCCN(CCC)CCCNC(=O)c1ccc(CS(=O)(=O)c2c(Cl)cccc2Cl)o1	-8	-0.1	111	-28	-1	3	3	-0.5	6
O=S1(=O)CCOC[C@H](c2ccccc2)N1Cc1ccccc1	-6	0.1	99	2	-6	2	10	1.6	-4
CC(=O)Nc1ccc2c(c1)CCC2=O	3	0.0	103	2	-7	1	10	-0.5	1
O=C(CCN1C(=O)C2C3C=CC(C3)C2C1=O)NC1CCCc2ccccc21 (stereo not drawn)	9	-0.1	91	11	5	0	-10	0.5	-5
COc1ccc(/C=C2/SC(=O)NC2=O)cc1	3	-0.1	100	-3	11	3	-2	1.4	7
O=C(COC(=O)c1ccc(O)cc1)Nc1ccccc1	3	0.6	117	-3	-15	-1	2	0.1	3
